# RGS4 inhibitor – blocks human RGS4-accelerated GTP hydrolysis; Transcreener GDP fluorescence polarization, RGS4-accelerated GTP hydrolysis; Potency, µM (top dose mostly 114 µM), for the others: top-dose activity change, negative = inhibition, usual class: inhibitors; 0.039% of 390,000 active; further: potency means the concentration at half of the fitted maximal effect; on the % scale 0 is the no-effect control and ±100 the full control effect; nearly all actives have a fitted effect of over 75% in size; some results filed as inactive show a strong effect at the top dose
#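 MLSMR compounds (23 nl, pin-transferred) preincubated 10 min at room temperature with a 500nM (2x) first reagent, then RGS4 at 900nM (2x) plus Transcreener GDP mix added; fluorescence polarization (620/688 nm) read before and after 90 min at 30 °C.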
# POLB inh – DNA polymerase beta (human) inhibition; AID 485314; 1.3% of 340,000 active; P06746; Potency, µM (top dose mostly 114 µM), without a hit: top-dose activity change, negative = inhibition, most hits filed as inhibitors; Pol beta primer extension/strand displacement, fluorescence kinetic; further: potency means the concentration at half of the fitted maximal effect; on the % scale 0 is the no-effect control and ±100 the full control effect
#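 10 nM enzyme + cpd, 15 min RT; start with substrate 50 nM final; read 0 min and after 10 min RT. Corrected, normalized data; 4-parameter Hill curve fit.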
# LDHA block – LDHA (human) enzyme inhibition; P00338; purified LDHA, NADH/diaphorase-resazurin fluorescence; active compounds read low; AID 1347041; activity change, % (values are at about 110 or 230 µM); 0.15% of 480,000 active; in the data active means activity change below about -30%; inconclusive means mostly about -25% to -30%;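 further: plate controls were DMSO wells for no effect and wells without enzyme for full effect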
#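 Remaining NADH was detected by diaphorase (0.133 mg/mL) converting 37 µM resazurin to fluorescent resorufin, read at 0 and 20 minutes. The preceding 5-minute room-temperature reaction used 2 nM LDHA, 0.2 mM sodium pyruvate and 0.06 mM NADH at pH 7.4.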
# ERG Ets-DNA blk – ERG Ets/DNA interaction inhibition; 0.028% of 370,000 active; Potency, µM (doses to about 76.9 µM), for inactives: at the top dose FP activity, negative = inhibition, usual class: inhibitors; AID 624246; fluorescence polarization, His-ERG Ets domain / labelled DNA; active means well fitted inhibition curve with a large enough effect in the polarisation, with a control signal flat; inconclusive means small, poorly fitted or top-dose-only effect, or effect the other way, or a change in a side signal; inactive means no such curve, though single readings can be large or run the other way; the % refers to the polarisation;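 further: polarization taken with two DNA probes labelled with fluorescein and Texas red; potency means the concentration at half of the fitted maximal effect; % of control where 0% means no effect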
#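 His-tagged ERG Ets domain (1 uM in the protein solution; 300mM KCl, 50mM Tris-HCl, 1mM EDTA, 1mM DTT, pH 7.5) received compound, then a probe mix of 5 nM fluorescein-DNA and 100nM Texas-615-DNA. Fluorescence polarization was read for both dyes.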
# ALOX12 inh – ALOX12 (human) lipoxygenase inhibition; Potency, µM (doses to about 108 µM), for inactives: at the highest dose activity change, negative = inhibition, actives largely listed as inhibitors; purified 12hLO, xylenol orange hydroperoxide absorbance; AID 1671190; 1.1% of 580,000 active; P18054; further: potency means the concentration at half of the fitted maximal effect; on the % scale 0 is the no-effect control and ±100 the full control effect
#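 Purified human 12hLO (150 nM final) in 25 mM Hepes, 0.01% Triton X-100, pH 7.0 was preincubated 15 min at room temperature with compound. Then 40 uM arachidonic acid was added, 30 min. Hydroperoxide was read by Fe-XO absorbance ratio 573/405 nm.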
# POLK inh – DNA polymerase kappa (human) inhibition; Q9UBT6; AID 588579; Potency, µM (doses to about 107 µM), for inactives: at the top dose activity, negative = inhibition, usual class: inhibitors; 0.53% of 400,000 active; purified Pol kappa, fluorescent DNA synthesis assay, 10 min; further: potency means the concentration at half of the fitted maximal effect; on the % scale 0 is the no-effect control and ±100 the full control effect
#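 10 nM Pol kappa was preincubated with compounds for 15 min at room temperature. Reaction started with 50 nM (final) substrate. Fluorescence read kinetically at 0 and 10 min.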
# Pol eta inh – blocks human DNA polymerase eta activity. Q9Y253. recombinant Pol eta, fluorescent DNA replication assay. Potency, µM (top dose mostly 114 µM), inactives show at the top dose activity change, negative = inhibition, hits mostly inhibitors. 1.2% of 390,000 active. AID 588591; further: potency means the concentration at half of the fitted maximal effect; on the % scale 0 is the no-effect control and ±100 the full control effect
# Target sequence (Q9Y253 whole entry, looked up): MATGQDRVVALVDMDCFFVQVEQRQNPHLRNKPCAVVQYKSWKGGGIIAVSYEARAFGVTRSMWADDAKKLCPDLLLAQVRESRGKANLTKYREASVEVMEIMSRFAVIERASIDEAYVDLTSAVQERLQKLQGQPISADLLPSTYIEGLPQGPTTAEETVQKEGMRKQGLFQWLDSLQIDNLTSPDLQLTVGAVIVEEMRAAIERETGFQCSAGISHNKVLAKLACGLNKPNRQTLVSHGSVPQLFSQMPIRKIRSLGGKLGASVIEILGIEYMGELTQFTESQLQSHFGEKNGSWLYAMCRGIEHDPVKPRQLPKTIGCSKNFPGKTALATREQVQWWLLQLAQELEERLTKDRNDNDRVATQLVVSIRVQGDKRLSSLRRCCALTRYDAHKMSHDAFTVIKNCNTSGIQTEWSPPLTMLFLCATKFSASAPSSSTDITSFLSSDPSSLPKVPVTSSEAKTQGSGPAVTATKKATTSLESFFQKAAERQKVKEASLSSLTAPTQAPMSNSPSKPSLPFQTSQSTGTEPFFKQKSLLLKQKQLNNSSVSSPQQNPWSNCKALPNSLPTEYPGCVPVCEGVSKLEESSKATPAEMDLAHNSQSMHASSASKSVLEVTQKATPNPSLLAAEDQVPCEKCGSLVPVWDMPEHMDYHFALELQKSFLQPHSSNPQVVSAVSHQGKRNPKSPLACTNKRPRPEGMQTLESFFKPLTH
#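 Pol eta (10 nM) was preincubated with compounds for 15 min at room temperature, after which fluorescent replication substrate (50 nM final) was added to start the reaction. Fluorescence was read kinetically at 0 and 10 min.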
# APEX1 inh – blocks human APE1 abasic DNA cleavage | Potency, µM (doses to about 65.8 µM), inactives show at the highest dose activity change, negative = inhibition, hits mostly inhibitors | P27695 | 0.35% of 350,000 active | recombinant APE1, TAMRA/BHQ-2 abasic DNA cleavage fluorescence;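 further: potency means the concentration at half of the fitted maximal effect; plate controls were vehicle for no effect and reference inhibitor for full effect; nearly all actives have a fitted effect of over 55% in size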
# Target sequence (P27695 whole entry, looked up): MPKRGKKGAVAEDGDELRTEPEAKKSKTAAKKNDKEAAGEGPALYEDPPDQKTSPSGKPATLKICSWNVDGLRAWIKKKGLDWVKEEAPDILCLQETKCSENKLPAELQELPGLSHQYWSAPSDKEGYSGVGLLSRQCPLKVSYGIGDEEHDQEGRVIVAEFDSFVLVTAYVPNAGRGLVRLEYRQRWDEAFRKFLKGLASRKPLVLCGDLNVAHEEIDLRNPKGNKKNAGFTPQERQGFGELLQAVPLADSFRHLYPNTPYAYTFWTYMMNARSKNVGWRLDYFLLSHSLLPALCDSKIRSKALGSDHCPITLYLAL
#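 Enzyme (0.75 nM final) and test compound are incubated 15 min at room temperature before adding 50 nM quenched THF abasic-site duplex. Cleavage dequenches TAMRA, followed at 525/598 nm over three reads one minute apart.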
# Apoferritin bind – binds horse apoferritin like a general anesthetic | apoferritin/1-aminoanthracene competitive binding, fluorescence | AID 485281 | 0.074% of 350,000 active | Potency, µM (highest dose often 77.5 µM), inactives show at the highest dose activity change, negative = displacement, usual class: inhibitors; further: potency means the concentration at half of the fitted maximal effect; on the % scale 0 is the no-effect control and ±100 the full control effect; nearly all actives have a fitted effect of over 20% in size
#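 Horse-spleen apoferritin (10 uM) was mixed with 50% saturated 1-aminoanthracene in PBS, exposed to compounds for 10 min at room temperature, and read for fluorescence (ex 380 nm, em 535 nm). Competitive displacement was fitted with a four-parameter Hill equation.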
# An asterisk follows results filed as active; ? = inconclusive; . = no result given; & = joins results of further samples; [ ] = remark or other dose. Unless noted, the call rests on the fitted dose curve; in most records, active means well fitted curve in the direction sought with a large enough effect; inconclusive means small, poorly fitted or top-dose-only effect, or another doubt; inactive means no such curve, though single readings can be large; an effect the other way counts as inactive or inconclusive.
SMILES,RGS4 inhibitor,POLB inh,LDHA block,ERG Ets-DNA blk,ALOX12 inh,POLK inh,Pol eta inh,APEX1 inh,Apoferritin bind
CS(=O)(=O)NCCCCCCNS(C)(=O)=O,-22%,13%,1,2%,-11%,1%,-4%,13%,-3%
ClC1(Cl)CC1CSc1nnc(-c2ccncc2)o1 (centres undefined),-14%,-24%,1,5%,-15%,7%,-11%,-3%,?
COCCN(C(=S)Nc1ccc(OC)cc1)C1CCN(C(C)=O)CC1,16%,15%,-4,7%,-9%,-1%,-18%,4%,-9%
O=C(OCC1OC2OC3(CCCCC3)OC2C2OC3(CCCCC3)OC12)c1ccccc1 (centres undefined),18%,?,1,-1%,-19%,2%,-13%,2%,-2%
COC(=O)c1cccc(NC(=O)Nc2ccc(Cl)cc2)c1,-19%,-27%,-3,-4%,?,-3%,-15%,3%,1%
COc1ccc(C(=O)OCc2cc(=O)n3nc(-c4cccs4)sc3n2)cc1,-7%,?,-1,1%,-8%,-7%,?,.,-12%
O=C(Cn1ccccc1=O)c1ccc(Cl)cc1,-6%,-1%,-1,-2%,-7%,6%,-8%,2%,-5%
C/C(CC(=O)Nc1cc(Cl)ccc1C)=N\NC(=O)C(=O)N1CCCC1,-39%,10%,-1,-11%,8%,-2%,-11%,93%[activator],-18%
CCCn1c(=O)c(C(=O)NC(C)c2ccccc2)c(O)c2ccccc21 (centres undefined),24%,4%,-8,5%,0%,-10%,-11%,7%,-8%
O=C(c1ccccc1)c1ccccc1C(=O)N1CCCC1,14%,44%,-1,0%,-6%,-17%,-5%,2%,-9%
Cc1cc(C)cc(N(CCC#N)C(=O)COC(=O)CNC(=O)c2sc3ccccc3c2Cl)c1,3%,.,-2,-2%,-24%,-14%,-6%,-21%,.
O=C(COC(=O)CNC(=O)c1ccccc1)Nc1nc(-c2ccccc2)cs1,-35%,-9%,1,-2%,-24%,2%,-17%,-4%,?
Cc1c(O)c2cccnc2[nH]c1=O,32%,23%,-7,0%,4%,-2%,-9%,2%,-5%
COc1ccc2sc3ccccc3c(=O)c2c1,18%,0%,-2,-2%,0%,-12%,1%,?,155%[activator]
COc1ccc(S(=O)(=O)N2CCCCCC2)cc1C(=O)Nc1ccc(C)cn1,10%,.,-11,-2%,-12%,-7%,-9%,5%,.
C[C@H](NC(=O)CCC1CCC(=O)N1)c1ccccc1 (some centres undefined),-11%,.,1,.,-1%,20%,-4%,.,.
CCOc1ccc(C(=S)N2CCCC2)c(OCC)c1,-36%,21%,-4,0%,?,0%,-17%,42%,6%
CCOC(=O)COc1ccc2c(c1)C(=O)CC1(CCN(C(C)=O)CC1)O2,-18%,0%,-2,7%,6%,-13%,7%,2%,551%[activator]
COc1ccc(/C=N/n2c(C)nnc2C)c(OC)c1,14%,48%,-6,4%,277%[activator],2%,-16%,2%,-8%
CC(C)c1csc(CN2CCC(N3CCC(C(=O)NCC4CCCO4)CC3)CC2)n1 (centres undefined),-3%,-1%,-8,-4%,-7%,-3%,-2%,3%,-7%
O=C(Cc1ccccc1Cl)N1CCN(c2ncccn2)CC1,7%,-1%,-6,0%,-1%,-14%,7%,2%,-14%
CCOC(=O)N1CCC(NC(=O)C2CCN(C(=O)c3cc4oc(C)cc4n3Cc3c(F)cccc3Cl)CC2)CC1,-20%,0%,0,3%,-13%,-15%,-9%,-9%,?
Cc1oc2ncn(C)c(=O)c2c1C(=O)N(Cc1ccccc1)C(C)C,-18%,5%,1,11%,-12%,5%,-9%,.,-19%
CC(=O)N1CCc2cc(S(=O)(=O)NCCC(=O)N3CCN(c4ccccn4)CC3)ccc21,8%,31%,-14,-12%,-17%,-2%,0%,-3%,-10%
CS(=O)(=O)Nc1ccc(C2=NN(S(C)(=O)=O)C(c3ccc4nccnc4c3)C2)cc1 (centres undefined),-21%,-17%,-2,0%,-3%,6%,-12%,6%,-3%

# Taken from above (eight entries):
SMILES,RGS4 inhibitor,POLB inh,LDHA block,ERG Ets-DNA blk,ALOX12 inh,POLK inh,Pol eta inh,APEX1 inh,Apoferritin bind
CS(=O)(=O)NCCCCCCNS(C)(=O)=O,-22%,13%,1,2%,-11%,1%,-4%,13%,-3%
ClC1(Cl)CC1CSc1nnc(-c2ccncc2)o1 (centres undefined),-14%,-24%,1,5%,-15%,7%,-11%,-3%,?
COCCN(C(=S)Nc1ccc(OC)cc1)C1CCN(C(C)=O)CC1,16%,15%,-4,7%,-9%,-1%,-18%,4%,-9%
O=C(OCC1OC2OC3(CCCCC3)OC2C2OC3(CCCCC3)OC12)c1ccccc1 (centres undefined),18%,?,1,-1%,-19%,2%,-13%,2%,-2%
COC(=O)c1cccc(NC(=O)Nc2ccc(Cl)cc2)c1,-19%,-27%,-3,-4%,?,-3%,-15%,3%,1%
COc1ccc(C(=O)OCc2cc(=O)n3nc(-c4cccs4)sc3n2)cc1,-7%,?,-1,1%,-8%,-7%,?,.,-12%
O=C(Cn1ccccc1=O)c1ccc(Cl)cc1,-6%,-1%,-1,-2%,-7%,6%,-8%,2%,-5%
C/C(CC(=O)Nc1cc(Cl)ccc1C)=N\NC(=O)C(=O)N1CCCC1,-39%,10%,-1,-11%,8%,-2%,-11%,93%[activator],-18%

# Next records.
SMILES,RGS4 inhibitor,POLB inh,LDHA block,ERG Ets-DNA blk,ALOX12 inh,POLK inh,Pol eta inh,APEX1 inh,Apoferritin bind
CCOc1ccc(N2CC(c3nc4ccccc4n3Cc3ccccc3F)CC2=O)cc1 (centres undefined),31%,2%,-10,0%,?,-22%,-6%,.,47%[activator]
CCCS(=O)(=O)N1CCC(C(=O)N2CCc3ccccc3C2)CC1,4%,12%,7,-3%,32%[activator],-7%,-16%,-5%,-11%
CCOc1cc(C(=O)O)ccc1OCCOc1ccccc1,5%,?,-1,-15%,?,-13%,?,11%,-5%
COc1ccc(NS(=O)(=O)c2ccc(S(=O)(=O)N3CCCC3)cc2)cc1Cl,14%,2%,-1,1%,-26%,-11%,-3%,4%,?
COc1ccc(S(=O)(=O)N2CCC(c3ccncc3)CC2)cc1Cl,-10%,2%,-7,1%,-19%,0%[60.1 µM],-5%,.,-6%
C/C(=N\NC(N)=S)C1(C)CCCCC1,?,17%,-11,-3%,?,-1%,-17%,-9%,?
CN(C)/C=C/c1onc(-c2c(Cl)cccc2Cl)c1C#N,-4%,-25%,-7,-3%,-20%,-12%,-17%,3%,46%[activator]
CC1CCCCN1C(=O)CCS(=O)(=O)Cc1ccccc1 (centres undefined),-8%,0%,-9,-1%,8%,-5%,3%,22%,0%
CCN1CCN(Cc2ccc(NC(=O)c3ccc(C)c(NC(=O)c4c[nH]c5cc(C(F)(F)F)ccc5c4=O)c3)cc2C(F)(F)F)CC1,?,18%,0&1,8%,?,10%,-6%&-21%,-6%,-12%
S=c1[nH]nc(NCCCN2CCOCC2)s1,?,-18%,-16,2%,?,-8%,-3%,5%,-3%
Cc1ccc(C(=O)NC(C)C2CC3CCC2C3)cc1 (centres undefined),12%,.,-8,-4%,107%[activator],-6%,-14%,.,.
COC(=O)c1ccc(C(C(=O)NC2CCCCC2)N(CCc2ccccc2)C(=O)Cc2cccs2)cc1 (centres undefined),-33%,-2%,-3,-6%,-28%,-6%,-11%,-1%,-5%
C=CCn1c(SCC(=O)Nc2cccc(C)c2)nnc1-c1cnccn1,27%,2%,-4,0%,3%,-6%,8%,-2%,-24%
COc1ccccc1CNC(=O)/C=C/c1ccc(S(=O)(=O)N2CCOCC2)cc1,8%,11%,-6,-5%,1%,-12%,-9%,-4%,-24%
CCOC(=O)CSc1nc(C)c(CC)c(C)c1C(N)=O,-6%,24%,-2,-17%,-9%,-8%,-20%,0%,-7%
CC(C1CC1)N(Cc1ccccc1)C(=O)NC(=O)c1cccc(F)c1 (centres undefined),-32%,35%,-1,3%,31%[activator],-4%,-21%,11%,-2%
O=C(Nc1cccc(F)c1)C1CCN(c2nnnn2-c2ccccc2)CC1,1%,25%,-3,6%,-7%,-14%,-4%,15%,-11%
N/C(COc1cccc(C(F)(F)F)c1)=N\NC(=O)c1cccnc1Oc1ccccc1,26%,23%,6,1%,0%,-16%,3%,-5%,?
O=C(NC(=S)NNC(=O)c1ccco1)c1ccc(F)cc1,-4%,4%,-2,12%,-19%,8%,-12%,15%,-5%
Cc1ccc(CNS(=O)(=O)c2c(C)[nH]c(C)c2C(=O)N2CCCCC2)cc1,-53%[56.9 µM],8%,-4,5%,-2%,-3%,-22%,25%,-4%
CCOc1ccc(N2CC(C(=O)Nc3ccc(S(=O)(=O)N4CCCC4)cc3)CC2=O)cc1 (centres undefined),-8%,11%,1,2%,-18%,-2%,-20%,50%[activator],-23%

# An excerpt; count on the stated rates, not on these rows.
